# Bioassay records as filed in PubChem.
# TTR transcr act = TTR transcription activators in neuroblastoma reporter cells, primary screen, cell-based, luminescence, SH-SY5Y, TTR promoter Gaussia luciferase; activation, % at 16.7 µM; 92,000 tested, 1.3% active; AID 1117267, 2014; 100% = recombinant luciferase protein wells;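 active = activation above the mean of all tested compounds plus 3 SD, cut at about 9.5% in these data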;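 also: cells exposed to compounds for one day before reading; 0% = median of all test compound wells on the plate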
# * hit, by the source's call. A portion of the library; count on the stated rates, not on these rows.
no.	Compound	TTR transcr act
1	Nc1nn(-c2ccccc2)c2ccc([N+](=O)[O-])cc12	-1.2
2	C=CCN(C(=O)COC(=O)c1cc[n+]([O-])cc1)c1nc(-c2ccccc2)cs1	2.1
3	COc1cc(C2C(C#N)=C(N)Oc3n[nH]c(-c4cccnc4)c32)ccc1OCC(N)=O (stereo not drawn)	-1.2
4	CCOc1ccc2c(c1)C(=NNC(=O)c1ccncc1)c1cc(OCC)ccc1-2	-2.5
5	COc1ccc2[nH]c(C(=O)Nc3ccc(C)c(F)c3)cc2c1	-3.4
6	CCOCCCN(C(=O)c1snc(C(N)=O)c1N)C(C(=O)NC(C)(C)C)c1ccc(Cl)cc1 (stereo not drawn)	1.3
7	CCOc1ccc(OC(=O)c2cccc(S(=O)(=O)N3CCN(C)CC3)c2)cc1	-0.1
8	CCOc1ccc(N(CC(=O)NCc2ccc(OC)cc2)S(=O)(=O)c2c(C)noc2C)cc1	-1.1
9	CCN(CC)S(=O)(=O)c1ccc2oc(Nc3ccc4c(c3)OCCO4)nc2c1	-6.3
10	C[n+]1ccccc1C1CCCC/C1=N\NC(N)=S (stereo not drawn)	2.5
11	Cn1c(=O)[nH]c(=O)c2c1nc(CN1CCN(Cc3ccccc3)CC1)n2CC(N)=O	-1.7
12	Cc1cccc(Cn2c(NCCO)nc3c2c(=O)n(C)c(=O)n3C)c1	-2.8
13	Cc1nn(C)cc1[C@@H]1C[C@H]2CN(Cc3cccc(Cl)c3)C(=O)[C@]23CCCN13	2.7
14	Cc1cc2nc(SCC(=O)O)nc(C)c2cc1C	1.0
15	COc1ccc(NC(=O)Cn2cccc2)c(OC)c1	-0.5
16	O=C(CN1CCCC1=O)NC1C2CC3CC(C2)CC1C3 (stereo not drawn)	-1.1
17	C[C@@H]1CCN(C2CC2)S(=O)(=O)c2ccc(N3CCC[C@@H]3CO)cc2O1	0.0
18	CCCCCCN1CCN(C2CN(CCc3ccccc3)S(=O)(=O)C2)CC1 (stereo not drawn)	-1.1
19	C/C(CC(=O)Nc1ccccc1C(F)(F)F)=N\NC(=O)c1cnccn1	0.2
20	CN(CC(=O)Nc1cccc(F)c1)CC(=O)N1CCCCC1	0.3
21	O=C(Nc1cc(C(F)(F)F)cc(C(F)(F)F)c1)O[C@@H]1c2ccccc2[C@@H]2Cc3csc[n+]3[C@H]12	-0.7
22	CCN1C(=O)S/C(=C/c2c(OCc3ccc(C(=O)O)cc3)ccc3ccccc23)C1=O	-1.3
23	CCN(CC)c1nc(SCCOC(=O)Nc2ccccc2)nc(N(CC)CC)n1	-2.1
24	CCOC(=O)N1CCC(N2CCN(c3ccccc3)CC2)CC1	0.6
25	COc1cccc(NC(=O)CSc2nc3c([nH]c4ccccc43)c(=O)n2C)c1	-4.9
26	COc1ccc(C(=O)Nc2nccs2)cc1OC	1.5
27	O=S1(=O)c2ccc(N3CC[C@H](O)C3)cc2O[C@H]2CCN1C2	4.1
28	Nc1ccccc1-c1nnc(SCc2ccccc2Cl)[nH]c1=O	-0.4
29	Cc1ccc(C)c(NC(=S)NCc2cccs2)c1	-1.1
30	CCOC(=O)CNc1ncnc2nc[nH]c12	2.0
31	Cc1ccc(-c2cccc(C3CC=CC4C3C(=O)N(Cc3ccccc3)C4c3cc(C)ccc3F)c2)cc1 (stereo not drawn)	0.3
32	O=C(c1ccccc1)c1ccc(C(=O)N2CCOCC2)cc1	7.2
33	C(=C\c1ccccc1)/C=N/Nc1nc(N2CCCCC2)nc(N2CCCCC2)n1	-0.9
34	CN(CC(=O)Nc1ccc(N2CCOCC2)cc1)C(=O)Cc1ccccc1	-1.2
35	Cc1ccc(-c2cn(S(=O)(=O)c3cccc([N+](=O)[O-])c3)nc2N)cc1	1.6
36	O=C(N/N=C/c1ccncc1)c1cnccn1	2.5
37	Cn1c(=O)c2c(-c3ccccc3)n(-c3cccc(O)c3)cc2n(C)c1=O	5.9
38	CC1CCCN(CC(=O)N2c3ccccc3Sc3ccccc32)C1 (stereo not drawn)	15.1*
39	O=C(CCS(=O)(=O)c1ccc(Cl)cc1)N1CCN(S(=O)(=O)c2cccs2)CC1	0.1
40	CCC(C)Sc1ccc([C@@H]2[C@H]3C(=O)N(CC)C(=O)[C@H]3[C@]3(C(=O)OC)CCCCN23)cc1 (stereo partly drawn)	-2.7
41	COc1ccc(Nc2nc(-c3c[nH]c4ccccc34)cs2)cc1	0.7
42	CCN1CCN(C(c2cccs2)C(C)NC(=O)C(=O)N2CCCCC2)CC1 (stereo not drawn)	-1.9
43	O=C(Cn1cc(C(F)(F)F)cc(Cl)c1=O)NCc1ccc(F)cc1	1.0
44	CCOC(=O)C1CCN(C(=O)/C=C/c2ccccc2)CC1	-1.2
45	O=C(NC1CCCCC1)C1(c2ccccc2)CC1(Cl)Cl (stereo not drawn)	-0.8
46	CN(C(=O)c1cccc(NC(=O)Cc2cccc(NC(=O)C3CCCN(C(=O)C4CCCCC4)C3)c2)c1)C1CCC1 (stereo not drawn)	1.3
47	CC(=O)c1cc(F)c(N2CCN(C(=O)COc3ccccc3F)CC2)cc1C	-1.3
48	CC(C)Nc1nc(Cl)nc(NCCOc2ccccc2)n1	0.0
49	C(=N\n1cnnc1)/c1ccc(OC2CSC2)cc1	3.2
50	CCC(=O)Oc1ccc(C2NC(=O)c3ccccc3O2)cc1OC (stereo not drawn)	-0.9

# Exported with each value named: part of the list above
36. O=C(N/N=C/c1ccncc1)c1cnccn1
  TTR transcr act = 2.5
37. Cn1c(=O)c2c(-c3ccccc3)n(-c3cccc(O)c3)cc2n(C)c1=O
  TTR transcr act = 5.9
38. CC1CCCN(CC(=O)N2c3ccccc3Sc3ccccc32)C1 (stereo not drawn)
  TTR transcr act = 15.1*
39. O=C(CCS(=O)(=O)c1ccc(Cl)cc1)N1CCN(S(=O)(=O)c2cccs2)CC1
  TTR transcr act = 0.1

# (more compounds)
No.	compound	TTR transcr act
51	Cc1cccc(NC(=O)CNC(=O)CN2C(=O)NC3(CCc4ccccc43)C2=O)c1C (stereo not drawn)	-1.1
52	COc1ccc(OC)c(NC(=O)c2cnn(-c3ccccc3)c2C)c1	2.8
53	O=C(O)c1ccc(CSc2nc(-c3ccc(Cl)cc3)cc(C(F)(F)F)n2)cc1	4.2
54	CC12CC3CC(C)(C1)CC(C(=O)NC(=S)N1CCCCC1)(C3)C2	14.0*
55	O=C(Cn1nc2ccccc2n1)N/N=C/c1ccc(F)cc1	0.9
56	Cc1ccc(S(=O)(=O)N(C)c2ccc(OCC(=O)NC3=NCCS3)cc2)cc1	-1.5
57	Cc1ccccc1NC(=S)/C(=C(\[O-])c1cc(C)n(Cc2ccccc2Cl)c1C)[n+]1ccccc1	2.0
58	COc1ccc(OC)c(CN2CCC(CNC(=O)Nc3cccc(Cl)c3)CC2)c1	0.2
59	N#Cc1ccc(OCC(=O)NCCCn2ccnc2)cc1	0.4
60	CCOc1cc(C(=S)N2CCC(O)CC2)ccc1OS(=O)(=O)c1ccc(Br)cc1	-2.0
61	CCOc1[nH]n(-c2ccc(Cl)cc2)c(=O)c1C=NCc1cccnc1	2.0
62	CCC(=O)N1CCc2cc(S(=O)(=O)NCCC(=O)N3CCN(c4cccc(C)c4)C(C)C3)ccc21 (stereo not drawn)	-2.8
63	COCOCCn1cc(CN2CCS(=O)(=O)N(Cc3ccc(-c4ccc(Cl)nc4)cc3)C(C(C)C)C2=O)nn1 (stereo not drawn)	1.2
64	CCCCn1c(N)c(N(CC(C)C)C(=O)C2CCN(S(=O)(=O)c3ccc(F)cc3)CC2)c(=O)[nH]c1=O	-1.0
65	NC(=O)c1nn(-c2ccccc2)nc1NC(=O)CN1CCOCC1	0.8
66	Cc1c(-c2ccccc2)nc(N)c(C#N)c1-c1cccnc1	11.7*
67	O=C(O)c1cccc2c1Cc1cc(Cl)ccc1-2	4.2
68	Cc1ccc(-c2nsc3c(N4CCC(C(N)=O)CC4)ncnc23)cc1	-1.5
69	O=C(Cn1c(=O)oc2cc(S(=O)(=O)N3CCCCC3)ccc21)N1CCc2ccccc2C1	-0.9
70	O=C(CSc1nnc(COc2ccccc2F)n1-c1ccccc1)NC1CCS(=O)(=O)C1 (stereo not drawn)	0.1
71	Cc1ccnc(SCc2cc(=O)c(OC(=O)c3ccc(C)c([N+](=O)[O-])c3)co2)n1	-1.5
72	CC(C)(C)OC(=O)N1CCC(C(=O)N2CCC[C@H]2C(=O)O)CC1	-0.4
73	O=C(Cn1cnc2scc(-c3ccc(Cl)cc3)c2c1=O)N1CCOCC1	1.2
74	FC(F)(F)c1nnc(-c2ccccc2)nc1N1CCCC1	0.3
75	O=C(COC(=O)c1cc(S(=O)(=O)N2CCOCC2)c(Cl)cc1Cl)NC1CC1	3.5
76	C/C(=N\NC(=O)c1nnn(-c2nonc2N)c1-c1cccs1)c1cccc(O)c1	3.3
77	CC(NC(=O)/C(C#N)=C/c1cccs1)c1ccccc1 (stereo not drawn)	-2.5
78	Cc1ccc(NC(=O)c2cc(NC(=O)c3ccco3)ccc2N2CCCCC2)cc1	-3.3
79	COc1ccccc1NC(=O)C12CCC(C)(C(=O)C1)C2(C)C (stereo not drawn)	1.7
80	CCOC(=O)c1c(C)oc2ccc(OCC(=O)N(CC)CC)cc12	0.7

# Some of these compounds in order of molar mass, ascending:
No.	compound	TTR transcr act
68	Cc1ccc(-c2nsc3c(N4CCC(C(N)=O)CC4)ncnc23)cc1	-1.5
73	O=C(Cn1cnc2scc(-c3ccc(Cl)cc3)c2c1=O)N1CCOCC1	1.2
71	Cc1ccnc(SCc2cc(=O)c(OC(=O)c3ccc(C)c([N+](=O)[O-])c3)co2)n1	-1.5
69	O=C(Cn1c(=O)oc2cc(S(=O)(=O)N3CCCCC3)ccc21)N1CCc2ccccc2C1	-0.9
70	O=C(CSc1nnc(COc2ccccc2F)n1-c1ccccc1)NC1CCS(=O)(=O)C1 (stereo not drawn)	0.1

# Next compounds
No.	compound	TTR transcr act
81	O=c1cc(CN2CCN(c3ccc(Cl)c(Cl)c3)CC2)c2c(ccc3ccccc32)o1	0.8
82	Clc1cc(Cl)cc(CSc2nnc(-c3sccc3-n3cccc3)o2)c1	-0.2
83	Brc1ccc(OCCCCN2CCCCC2)cc1	0.8
84	Cc1nc2c(c(=O)c3ccccc3n2C)c(=O)n1-c1ccccc1	-0.4
85	O=C(CCNC(=O)c1ccccc1Cl)Nc1ccncc1	0.3
86	N#Cc1ccc(C(=O)Nc2cc(C3CC3)nn2-c2ccccc2)cc1	0.1
87	COC(=O)Nc1ccc(S(=O)(=O)Nc2cc(OC)nc(OC)n2)cc1	6.8
88	CC(C)[C@H](NC(=O)c1ccc(Cl)c([N+](=O)[O-])c1)C(=O)NCc1ccc(F)cc1	-1.1
89	CCCNC(=S)Nc1ccc(F)cc1F	1.0
90	CCCn1c(SCC(=O)c2ccc(CC)cc2)n[nH]c1=O	-2.3
91	O=C(c1cccc(F)c1)N1CCCN(C(=O)c2cccc(F)c2)CC1	2.8
92	Cc1cc(-c2cc(C(=O)NCc3ccccc3)on2)nc(S(C)(=O)=O)n1	-1.2
93	CCOC(=O)c1c(C)[nH]c(C(=O)OCC(=O)c2ccc(OC)cc2OC)c1C	-0.1
94	Cc1ccc(-n2c(C)n[nH]c2=S)cc1C	0.8
95	Nc1ccccc1Nc1cccc(C(F)(F)F)c1	0.0
96	CC1CN(c2ccc(C(F)(F)F)cc2[N+](=O)[O-])CCN1S(C)(=O)=O (stereo not drawn)	-0.7
97	COc1ccc(C2C(C#N)=C(N)OC3=C2C(=O)CCC3)cc1Cn1cc([N+](=O)[O-])cn1 (stereo not drawn)	0.6
98	Oc1ccc(-c2onc(C(F)(F)F)c2-c2cscn2)c(O)c1	5.4
99	C=CCOC(=O)C(CO)NC(=O)CCCC(=O)O (stereo not drawn)	2.1
100	O=C(NCc1cccnc1)c1cnc2n(c1=O)CCS2	0.2
101	CCNC(=S)N1CCC(c2nc3cc(C)c(C)cc3[nH]2)CC1	2.5
102	CCOC(=O)c1c(C)[nH]c(C(=O)CSc2ccccc2)c1C	5.8
103	COc1ccccc1C(=O)Nc1ccc(S(=O)(=O)N(C)c2ccccc2)cc1	-1.4
104	COC(=O)C(Cc1ccccc1)P(=O)(c1ccccc1)c1ccccc1 (stereo not drawn)	0.6
105	O=C(O)c1cccc(N2CCCC2=O)c1	-0.6
106	Cn1cc([C@@H]2C[C@H]3CN(Cc4cccc(Cl)c4)C(=O)[C@]34CCCN24)c(-c2ccccc2)n1	0.2
107	CCN(CC)C(=O)CN1C(=O)/C(=C/c2ccccc2)SC1=S	-2.0
108	CCN(CC(=O)Nc1ccccc1C(F)(F)F)C(=O)c1ccc(-n2nc(C)c(CCC(=O)OC)c2C)cc1	1.7
109	Cc1cc(C)cc(-n2c3ccc(NC(=S)NC4CCCCC4)cc3c(=O)n2C)c1	-2.9
110	COP(=O)(OC)C(Cc1ccccc1)NC(=O)CNC(=O)OCc1ccccc1 (stereo not drawn)	2.3
111	Cc1ccc(NS(=O)(=O)c2ccccc2)c([N+](=O)[O-])c1	-0.4
112	COc1cccc(CNc2nc3nc(C)c(Cl)c(C)n3n2)c1	1.7
113	CC(=NNC(=O)c1ccncc1)c1ccc(O)cc1O	-0.4
114	CCOc1cc(S(=O)(=O)NCc2ccco2)c(OCC)cc1-n1cnnn1	1.1
115	CC(C#N)(Cc1ccccc1)Nc1ccccc1 (stereo not drawn)	0.3
116	O=C(/C=C/c1cccc([N+](=O)[O-])c1)OCC1CCCO1 (stereo not drawn)	-0.8
117	O=S(=O)(NCC[C@@H]1CC[C@H](NS(=O)(=O)c2cccc(F)c2)[C@@H](CO)O1)c1cccc(F)c1	0.1
118	Cc1ccc(C(O)c2nc3ccccc3n2C)cc1 (stereo not drawn)	-1.4
119	O=C1OCC2=C1C(c1ccc(F)cc1)Sc1ccccc1N2 (stereo not drawn)	-0.8
120	COC(=O)c1cc(-c2cccc3c2sc2ccccc23)c(=O)n2c1CCC2	-1.3
121	CCOCCCNS(=O)(=O)c1ccc(OC)c(Cl)c1Cl	11.9*
122	COc1cc(C(c2c(C)[nH][nH]c2=O)c2c(C)[nH][nH]c2=O)cc(Cl)c1O	-0.8
123	O=C(Cc1ccc(F)cc1)Nc1ccc(S(=O)(=O)N2CCCCC2)cc1	-3.4
124	CCOc1ccc(NC(=O)C2CCN(S(=O)(=O)c3cccnc3)CC2)cc1	1.6
